S3 lipid droplet – qHTS Assay for Lipid Storage Modulators in Drosophila S3 Cells; actives 0.64% (n = 320,000); Potency in µM for hits, for the others lipid storage change, negative = inhibition, % at the top dose, mostly 46.1 µM; Drosophila S3 cells, BODIPY lipid droplet fluorescence, 18-24 h; cells fed with added oleic acid; active means well fitted inhibition curve with a large enough effect in the signal ratio, with a control signal flat, not every such curve was filed as active; inconclusive means small, poorly fitted or top-dose-only effect, or effect the other way, or a change in a side signal; the % refers to the signal ratio
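Drosophila S3 cells loaded with oleic acid (400 uM, as added) and compounds at several concentrations; lipid droplets imaged by 488-nm laser-scanning cytometry, 500–530 nm intensity and object ratio to cell channel. Percent activity normalized to 20 uM Triacsin C.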
S3 lipid droplet cell count max – second read-out of S3 lipid droplet, no call of its own (marks repeat the call); cell number change, %; measured here: cell count max response;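 cells counted by Cell Tracker Red CMTPX staining in the red channel; peak over a dose series mostly up to 46.1 µM; percent activity relative to internal control wells on each plate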
* marks the source's active call; other numbers are inactive results; i = inactive; ? = inconclusive; nt = no result given. On the % scale 0 is the no-effect control and ±100 the full control effect; potency means the concentration at half of the fitted maximal effect.

Under each structure: S3 lipid droplet	S3 lipid droplet cell count max
- CCN(Cc1ccccc1)C(=O)c1ccc(C(=O)N(CC)Cc2ccccc2)cc1
    ?	nt
- Cc1nc2ccccc2c2c1C(=O)N(Cc1cccnc1)C2=O
    ?	nt
- CCc1ccc(-c2cc(C(F)(F)F)n3nc(C(=O)Nc4c(C)nn(Cc5ccc(F)cc5)c4C)cc3n2)s1
    14%	-2
- COc1ccc(C2NC(=S)NC3=C2CCCC3=C2SCCS2)cc1 (configuration not stated)
    ?	nt
- COc1cc(/C=C/C(=O)Nc2nnc(CC(C)(C)C)s2)cc(OC)c1OC
    17%	-12
- O=C(NCCC1CCCCN1S(=O)(=O)c1ccc(F)cc1)C(=O)Nc1ccccc1 (configuration not stated)
    ?	nt
- CCOC(=O)N1CCN(C(=O)C2CCN(C(=O)c3ccc([N+](=O)[O-])cc3)CC2)CC1
    i	-21
- Cn1c(N)c(C(=O)COC(=O)CCCN2C(=O)c3ccccc3C2=O)c(=O)n(C)c1=O
    ?	nt
- COc1ccc(/C=C/C(=O)Oc2ccc(/C=N/NC(=O)c3ccccc3)cc2)cc1OC
    ?	nt
- O=C(NCC1CCOCC1)C1CCC(=O)N(Cc2cccc(C(F)(F)F)c2)C1 (configuration not stated)
    i	nt
- CCOC(=O)C1CCCN(c2c(NCCN3CCCCC3CC)c(=O)c2=O)C1 (configuration not stated)
    -10%	12
- COc1ccc(C(=O)n2ncc(C#N)c2N)cc1
    ?	nt
- CC1(C)NC(=O)N(CC(=O)OCC(=O)Nc2cc(S(=O)(=O)N3CCCCC3)ccc2Cl)C1=O
    ?	nt
- Cc1nc(-c2ccc(Cl)cc2)sc1C1(C)CC(c2ccc(OC(F)(F)F)cc2)=NO1 (configuration not stated)
    ?	nt
- Cc1cc(C(=O)COC(=O)c2ccc(O)cc2O)c(C)n1-c1ccc(OC(F)F)cc1
    ?	nt
- O=C(NCc1ccco1)c1cc(S(=O)(=O)N2CCCc3ccccc32)ccc1Cl
    ?	nt
- CCOc1ccc(NC(=O)C(C)Sc2nnc(C)n2C)cc1 (configuration not stated)
    27%	22
- COc1ccc(C)cc1N(C(=O)c1ccco1)C(C(=O)NC1CCCC1)c1ccc(N2CCOCC2)cc1 (configuration not stated)
    ?	nt
- C(=C\CSc1nnnn1-c1ccccc1)/CSc1nnnn1-c1ccccc1
    -23%	-13
- CN(C)S(=O)(=O)N(CC(=O)N(Cc1ccccc1)Cc1ccccc1)c1ccccc1
    ?	nt
- COc1ccc(/C=N/NC(=O)CCC(=O)Nc2ccccc2)cc1OC
    23%	1
- OC(COc1ccc(CNCCc2ccc(C(F)(F)F)cc2)cc1)CN1CCCCC1 (configuration not stated)
    19%	6
- O=C(C1CCN(c2nc3nonc3nc2N2CCCCC2)CC1)N1CCOCC1
    1%	4
- COc1ccc(OCC(O)CNC(=O)Nc2ccc(F)cc2)cc1 (configuration not stated)
    ?	nt
- Cc1cc(C)n(-c2ccc(C(=O)NCc3ccc4c(c3)OCO4)cc2)n1
    22%	-26
- CN1CCN(C(=S)c2ccc(OCC(=O)Nc3cccc(C(F)(F)F)c3)cc2)CC1
    ?	nt
- Cc1ccc(Cn2c(SCC(N)=O)nc3c2c(=O)n(C)c(=O)n3C)cc1
    ?	nt
- NC(=O)C(c1ccccc1)C1CCCC1 (configuration not stated)
    ?	nt
- COC(=O)c1ccc(C(=O)OC)c(NC(=O)CCS(=O)(=O)Cc2ccccc2)c1
    -12%	nt
- O=C(NC(=S)Nc1ccc2[nH]c(=O)[nH]c2c1)c1cncc(Br)c1
    ?	nt
- CCOc1ccc(C)cc1S(=O)(=O)NC1CCCCC1
    ?	nt
- CN(CCCC(=O)Nc1ccncc1)S(=O)(=O)c1ccc(Cl)cc1
    ?	nt
- CC(=O)C1=C(O)C(=O)N(c2ccc(F)cc2)C1c1ccc(C)cc1 (configuration not stated)
    i	25
- O=S(=O)(NCc1nc2ccccc2[nH]1)c1ccccc1
    -18%	14
- CC(=O)c1c(C)[nH]c(C(=O)COC(=O)CNS(=O)(=O)c2ccccc2)c1C
    ?	nt
- Nc1nnc(CC(=O)N/N=C/c2cc([N+](=O)[O-])cc(Br)c2O)s1
    ?	nt
- COc1cccc(NC(=O)N2CCN(c3ccc(C(F)(F)F)cn3)CC2)c1
    ?	nt
- COc1cccc(NC(=O)CN(C)C(=O)c2c(C)noc2C)c1
    ?	nt
- CCCCN(C(=O)c1cccc(N2C(=O)c3ccccc3C2=O)c1)c1c(N)n(CC(C)C)c(=O)[nH]c1=O
    ?	nt
- C=CCn1c(SCC(=O)NCCCC)nc2scc(-c3ccco3)c2c1=O
    ?	nt
- c1ccc(CN2CCC(Nc3ncnc4sccc34)CC2)cc1
    ?	nt
- CC(=O)c1c(C)[nH]c(C(=O)OCn2nnc3ccccc3c2=O)c1C
    ?	nt
- Cc1ccc(C)c(N(CC(=O)NCc2ccco2)C(=O)CNS(=O)(=O)c2ccccc2)c1
    i	13
- Cc1cccc(C(=O)Nc2ccc(N3CCN(C(=O)c4ccco4)CC3)cc2)c1
    ?	nt
- C#CC(C)(CC)NC(=O)c1cc2nc(C3CC3)cc(C(F)(F)F)n2n1 (configuration not stated)
    ?	nt
- Cc1ccc(-c2nn(-c3ccccc3)cc2/C=C(\C#N)c2cccc(C#N)c2)o1
    ?	nt
- CC(C)Oc1ccc(C(=O)Nc2ccc(N3CCN(C(=O)c4ccco4)CC3)cc2)cc1
    ?	nt
- CSCC[C@H](NC(=O)N1CCn2c1nc1ccccc12)C(=O)N[C@H](Cc1ccccc1)C(=O)O
    -11%	-7
- CCOc1ccc(C(=O)OCC(=O)N(Cc2ccccc2)Cc2ccccc2)cc1OC
    ?	nt
- COc1ccc(CC(=O)O/N=C(\N)c2ccccc2)cc1OC
    10%	0
- CC(=O)c1cccc(S(=O)(=O)N2CCCC(c3nc4c(nnn4Cc4ccc(C)cc4)c(=O)[nH]3)C2)c1 (configuration not stated)
    ?	nt
- COc1ccc(CN2CNc3c(c(=O)n(C)c(=O)n3C)C2)cc1
    -1%	-3
- O=C(CSc1nc2c(cnn2-c2ccc(F)cc2)c(=O)[nH]1)N1CCCCC1
    i	nt
- COc1ccc(C(=O)NCC(=O)N/N=C(\C)Cc2ccccc2)cc1
    ?	nt
- COc1ccc(CC(=O)NC(C)c2nnc(SCC(=O)Nc3ccccc3)n2C)cc1 (configuration not stated)
    ?	nt
- COc1ccc(C2=NOC3(CC(=O)N(c4ccc(Cl)cc4)C3=O)C2)c(OC)c1 (configuration not stated)
    24%	-1
- CCOC(=O)CCNC(=O)CCNC(=O)C(c1ccccc1)c1ccccc1
    ?	nt
- CCCNc1nc(N2CCOCC2)nc(N2CCOCC2)n1
    ?	nt
- CCn1c(=N)c(S(=O)(=O)c2ccc(C)cc2)cc2c(=O)n3ccccc3nc21
    16%	11
- Cc1ccc(OCCC(=O)NNC(=O)c2cc(C)oc2C)cc1
    ?	nt

A draw from above in order of heavy-atom count, falling:
Under each structure: S3 lipid droplet	S3 lipid droplet cell count max
- OC(COc1ccc(CNCCc2ccc(C(F)(F)F)cc2)cc1)CN1CCCCC1 (configuration not stated)
    19%	6
- Cc1nc(-c2ccc(Cl)cc2)sc1C1(C)CC(c2ccc(OC(F)(F)F)cc2)=NO1 (configuration not stated)
    ?	nt
- COc1ccc(C2=NOC3(CC(=O)N(c4ccc(Cl)cc4)C3=O)C2)c(OC)c1 (configuration not stated)
    24%	-1
- COc1cc(/C=C/C(=O)Nc2nnc(CC(C)(C)C)s2)cc(OC)c1OC
    17%	-12
- COc1ccc(C2NC(=S)NC3=C2CCCC3=C2SCCS2)cc1 (configuration not stated)
    ?	nt
- O=S(=O)(NCc1nc2ccccc2[nH]1)c1ccccc1
    -18%	14

(list continues)
Under each structure: S3 lipid droplet	S3 lipid droplet cell count max
- CCN1CCc2c(sc(NC(=S)NC(=O)c3ccc(Cl)cc3)c2C(N)=O)C1
    -5%	7
- CN(C)S(=O)(=O)N1CCc2ccc(NC(=O)c3ccccc3Cl)cc2C1
    -14%	7
- COc1cccc(NC(=O)CSc2ccc3nnc(CCNC(=O)c4ccccc4)n3n2)c1
    i	nt
- COc1ccc(CC(=O)NC(C)c2nnc(SCC(=O)c3ccc(OC)cc3)n2C)cc1 (configuration not stated)
    -10%	-1
- Cc1ccc(C(=O)NC2CCCCC2)cc1
    20%	-7
- COCC(=O)Nc1nc2n(n1)C(c1ccccc1Cl)CC(c1ccc(OC)cc1)N2 (configuration not stated)
    ?	nt
- N#Cc1cn(Cc2ccccc2)c2ccccc12
    ?	nt
- COc1ccc(CCNCC(O)COc2ccc(Cl)cc2)cc1OC (configuration not stated)
    ?	nt
- CCOC(=O)C1CCCN(C(=O)c2cc(S(=O)(=O)N3CCCCC3)c[nH]2)C1 (configuration not stated)
    i	4
- CCN(CC(=O)Nc1ccc2c(c1)OCCO2)C(=O)/C=C/c1ccc(OC)cc1OC
    -13%	-13
- C=CCn1c(C)cc(-c2csc(NC(=O)C3=COCCO3)n2)c1C
    ?	nt
- O=C(CCCCn1c(=O)c2ccccc2n(Cc2ccccc2)c1=O)NC1CCN(Cc2ccccc2)CC1
    ?	nt
- Cc1cc(C(=O)Nc2c(C)nn(Cc3c(Cl)cccc3Cl)c2C)no1
    -15%	-1
- O=C(NCC1CCN(Cc2ccccc2F)CC1)Nc1cccc(Br)c1
    4%	24
- O=C(C1CCN(S(=O)(=O)c2cccc3cccnc23)CC1)N1CCN(c2ccccn2)CC1
    5%	1

The closing 4 compounds of the section before are carried over, then new ones follow.
Under each structure: S3 lipid droplet	S3 lipid droplet cell count max
- O=C(CCCCn1c(=O)c2ccccc2n(Cc2ccccc2)c1=O)NC1CCN(Cc2ccccc2)CC1
    ?	nt
- Cc1cc(C(=O)Nc2c(C)nn(Cc3c(Cl)cccc3Cl)c2C)no1
    -15%	-1
- O=C(NCC1CCN(Cc2ccccc2F)CC1)Nc1cccc(Br)c1
    4%	24
- O=C(C1CCN(S(=O)(=O)c2cccc3cccnc23)CC1)N1CCN(c2ccccn2)CC1
    5%	1
- CCOC(=O)c1c(NC(=O)C(=O)N/N=C/c2ccccc2OC)sc2c1CCCCC2
    ?	nt
- COC(=O)c1c(-c2ccccc2)csc1NC1=NS(=O)(=O)c2ccccc21
    ?	nt
- COc1ccccc1OCCCCN1CCN(c2ccccc2OC)CC1
    i	0
- COc1ccc(OC)c(S(=O)(=O)CC(O)COc2ccccc2Cl)c1 (configuration not stated)
    -14%	-1
- N#Cc1ccc(/C=N/N=C(N)N)cc1
    i	16
- CNC(=O)Cc1csc2ccc(Cl)cc12
    ?	nt
- Oc1cccc(/C=N/N2CCCCC2)c1O
    ?	nt
- Cn1c(/C(C#N)=C(\O)c2cc(Cl)sc2Cl)nc2ccccc21
    ?	nt
- CCc1nc(C(N)=O)c2[nH]c(=O)n(-c3ccccc3F)c2n1
    ?	nt
- O=C(CSc1nnc(CNC(=O)c2ccco2)o1)Nc1ccccc1C(F)(F)F
    ?	nt
- N/C(=N\S(=O)(=O)c1ccccc1)c1ccc([N+](=O)[O-])cc1
    7%	nt
- CSc1nnc(-c2ccc(S(=O)(=O)N3CCCC3)cc2)n1C
    ?	nt
- O=C(Nc1ccccc1NS(=O)(=O)c1ccc(F)cc1)C1CCCC1
    ?	nt
- COC(=O)C1CCN(c2cnccn2)CC1
    7%	14
- CCOC(=O)c1sc2nc(CC(=O)OC)nc(N(C)CCc3ccccn3)c2c1C
    0%	10
- C/C(=N\NC(=O)c1n[nH]c2c1CCC2)c1ccco1
    ?	nt
- CC(C)c1ccc(CNCCCSc2ncccn2)cc1
    i	-5
- CC(=O)Nc1ccc(NC(=O)C2CC(=O)N(C(C)C)C2)cc1 (configuration not stated)
    ?	nt
- CC1=C(C)CC(C(=O)Nc2nc(C)cs2)C(C(=O)O)C1 (configuration not stated)
    ?	nt
- CN(C)c1ccc(C2N3CC4(C)CN2CC(C)(C3)C4O)cc1 (configuration not stated)
    ?	nt
- CC(c1ccccn1)N(C)C(=O)c1ccc2nc(Cc3ccccc3F)oc2c1 (configuration not stated)
    ?	nt
- CCOCCCn1c(=S)[nH]c2cc(C(=O)N3CCN(C)CC3)ccc2c1=O
    ?	nt
- CCn1c(CSc2nc(C)cs2)nc2cc(S(=O)(=O)N(C)C)ccc21
    -13%	-6
- COc1ccc(C2NC(c3ccc(OC)c(OC)c3OC)C(C)C(=O)C2C)c(OC)c1OC (configuration not stated)
    -1%	-2
- COC(=O)C(c1ccccc1)C1(O)CC(C)N(C)CC1C (configuration not stated)
    19%	8
- CCOc1ccccc1N1CCN(S(=O)(=O)c2ccc3c4c(cccc24)C(=O)N3)CC1
    ?	nt
- O=C(/C=C/c1cccc([N+](=O)[O-])c1)NCCSCc1ccc(Cl)cc1
    ?	nt
- O=C(CCNS(=O)(=O)c1ccc(Cl)cc1)NCc1cccs1
    ?	nt
- CN(C)C(CNC(=O)c1ccc2[nH]c(=O)c(=O)[nH]c2c1)c1ccco1 (configuration not stated)
    ?	nt
- O=C(CCC(=O)Nc1ccc(F)cc1)N/N=C/c1cccnc1
    ?	nt
- O=C(Cc1c(O)c2ccccc2oc1=O)c1ccc(C(F)(F)F)cc1
    i	nt
- CC(C)CCNC(=O)NC(=O)CSc1ncccn1
    ?	nt
- CC1CCN(S(=O)(=O)c2ccc3c(c2)N(CC(=O)NCCCOC(C)C)C(=O)CS3)CC1
    ?	nt
- O=C(NNS(=O)(=O)c1ccccc1[N+](=O)[O-])c1ccc(F)cc1
    6%	8
- Cc1ccc(Cn2c(=O)c3ccccc3n3c(SCC(=O)N4CCCCC4C)nnc23)cc1 (configuration not stated)
    ?	nt

High-throughput results: PubChem, National Center for Advancing Translational Sciences (NCATS)

A portion of the library, so the mix of outcomes need not match the whole.
